# From PubChem BioAssay
# RGS7-Gao – RGS7-Galphao binding modulators, primary screen, biochemical, multiplexed bead flow cytometry; Guanine nucleotide-binding protein G(o) subunit alpha (Homo sapiens), P09471; actives lie on both sides; binding response (% of control), % at 10 µM; 0.35% of 220,000 active; AID 1439, 2008; in the data active means binding response below about 49% or above about 150%; inconclusive means no clear call, values can overlap the other calls; inactive means in between;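 further: fluorescent Galphao held in activated GDP-AlF4 state binding bead-coupled RGS7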
# ABCG2 inh – ABCG2 efflux pump inhibitors, primary screen, multiplex with ABCB1, IgMXP3 cells, flow cytometry. JC-1 efflux. inhibition, % at 6.6 µM. 0.1% of 190,000 active;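 active means inhibition above 80%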;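 further: 0% = DMSO and 100% = nicardipine control wells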
#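 Test system: IgMXP3 cells (ABCG2) mixed with DDAO far-red-labelled CCRF-Adr cells (ABCB1). Reagent: JC-1 transporter substrate. Compound dosing: single test compound dose, 6.6 µM final. Times: 10 min compound exposure, 25 °C. Detection: flow cytometry of retained JC-1 fluorescence. Read-out basis: efflux inhibition in percent versus controls. Controls: nicardipine and DMSO wells.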
# ABCB1 block – ABCB1 efflux pump inhibitors, primary screen, cell-based, multiplex, flow cytometry, ABCG2 counter-screen; inhibition, % at 6.6 µM; CCRF-Adr cells, JC-1 efflux; AID 1326, 2008; ATP-dependent translocase ABCB1 (Homo sapiens), P08183; 0.067% of 190,000 active; in the data active means inhibition above about 40%;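 further: 0% = vehicle and 100% = reference inhibitor; higher value means more JC-1 retained so stronger ABCB1 efflux block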
# Target sequence (P08183 whole entry, looked up): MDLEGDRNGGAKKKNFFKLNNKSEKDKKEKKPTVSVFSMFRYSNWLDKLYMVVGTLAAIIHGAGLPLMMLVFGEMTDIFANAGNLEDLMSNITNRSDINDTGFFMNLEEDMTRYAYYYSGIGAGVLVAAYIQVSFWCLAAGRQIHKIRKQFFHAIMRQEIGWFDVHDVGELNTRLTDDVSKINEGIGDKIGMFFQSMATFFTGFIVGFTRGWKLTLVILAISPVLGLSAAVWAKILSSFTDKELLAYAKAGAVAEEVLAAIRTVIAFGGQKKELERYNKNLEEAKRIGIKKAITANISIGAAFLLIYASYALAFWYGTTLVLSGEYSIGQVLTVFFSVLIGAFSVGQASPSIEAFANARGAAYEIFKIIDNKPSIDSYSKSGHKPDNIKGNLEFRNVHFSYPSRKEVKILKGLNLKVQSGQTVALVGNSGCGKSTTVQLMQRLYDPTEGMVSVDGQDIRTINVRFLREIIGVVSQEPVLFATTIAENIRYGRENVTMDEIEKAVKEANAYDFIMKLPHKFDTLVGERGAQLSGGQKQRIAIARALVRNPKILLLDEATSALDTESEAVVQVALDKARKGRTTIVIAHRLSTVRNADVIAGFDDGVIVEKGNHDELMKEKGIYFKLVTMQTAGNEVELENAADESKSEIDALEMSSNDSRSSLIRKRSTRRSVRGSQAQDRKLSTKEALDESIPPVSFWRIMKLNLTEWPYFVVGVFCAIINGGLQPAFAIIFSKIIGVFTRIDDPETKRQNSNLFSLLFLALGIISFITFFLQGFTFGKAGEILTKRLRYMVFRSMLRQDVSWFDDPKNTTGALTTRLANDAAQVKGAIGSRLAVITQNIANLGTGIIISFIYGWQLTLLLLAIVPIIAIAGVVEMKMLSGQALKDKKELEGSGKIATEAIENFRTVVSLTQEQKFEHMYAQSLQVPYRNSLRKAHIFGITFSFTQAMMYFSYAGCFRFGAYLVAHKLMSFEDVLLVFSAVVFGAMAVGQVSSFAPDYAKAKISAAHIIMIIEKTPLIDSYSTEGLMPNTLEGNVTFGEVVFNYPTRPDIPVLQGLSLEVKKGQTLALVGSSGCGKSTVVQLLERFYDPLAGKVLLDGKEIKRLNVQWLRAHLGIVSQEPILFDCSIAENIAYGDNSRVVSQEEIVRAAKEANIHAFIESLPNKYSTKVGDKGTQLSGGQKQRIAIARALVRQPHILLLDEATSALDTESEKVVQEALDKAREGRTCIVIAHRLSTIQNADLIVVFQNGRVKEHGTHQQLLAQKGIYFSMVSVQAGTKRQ
# Bim-Bcl-B – inhibitors of Bim-Bcl-B binding, primary screen, biochemical, multiplexed, human Bcl-2 family. Bcl-2-like protein 10 (Homo sapiens), Q9HD36. bead-based flow cytometry, Bim peptide-Bcl-B binding. inhibition, % at 10 µM. 0.073% of 190,000 active;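 further: 0% = tracer peptide without compound and 100% = reference inhibitor peptide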
# Bim-Bcl-XL – inhibitors of Bim-Bcl-XL binding, primary screen, biochemical, multiplexed, bead flow cytometry, human Bcl-XL | inhibition, % at 10 µM | 0.04% of 190,000 active | Bcl-2-like protein 1 (Homo sapiens), Q07817 | Bim peptide-Bcl-XL binding, fluorescence
# RGS4-Gao reg – modulators of RGS4 binding to Galphao, primary screen, biochemical, multiplexed bead flow cytometry; AID 1415, 2008; binding response (% of control), % at 10 µM; 0.33% of 220,000 active; actives lie on both sides; in the data active means binding response below about 49% or above about 150%; inactive means in between;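 further: fluorescent Galphao activated with aluminum fluoride binding bead-coupled RGS4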
# GSH fluor – compound fluorescence on glutathione beads, profiling panel, artefact control, biophysical, 488/530 nm, flow cytometry. GSH beads flow cytometry, compound fluorescence 488/530 nm; active compounds read high. fluorescence (KMESF) at 10 µM. 0.25% of 190,000 active. AID 1776, 2009; in the data active means fluorescence above about 89;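 further: glutathione beads carrying GST-tagged Bcl family fusion proteins plus one bare bead set; values are compound well signal with DMSO vehicle wells as background; inactives centre near 16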
# Bim-Bfl-1 – inhibitors of Bim binding to Bfl-1, primary screen, biochemical, multiplexed, bead-based flow cytometry; Bim-Bfl-1 binding inhibition; Bcl-2-related protein A1 (Homo sapiens), Q16548; AID 1008, 2008; 0.12% of 190,000 active; inhibition, % at 10 µM;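 further: 0% = wells without compound plus tracer and 100% = blocker peptide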
# Avidin bead fluor – green autofluorescence of compounds with avidin beads – biophysical, 488/530 nm, flow cytometry, artefact control, profiling panel | compound fluorescence 488/530 nm; active compounds read high | fluorescence (KMESF) at 10 µM | 0.38% of 220,000 active | AID 1775, 2009; in the data active means fluorescence above about 47; further: inactives centre near 10
# Bim-Bcl-2 – inhibitors of Bim-Bcl-2 binding, primary screen, biochemical, multiplexed, human Bcl-2 family | Apoptosis regulator Bcl-2 (Homo sapiens), P10415 | Bead-based flow cytometry, Bim peptide-Bcl-2 binding | inhibition, % at 10 µM | 0.06% of 190,000 active; in the data active means inhibition above about 40%; inconclusive means no clear call, values can overlap the other calls;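 further: 0% = no compound wells with probe peptide and 100% = reference peptide inhibitor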
# Bcl-W Bim block – inhibitors of Bim binding to Bcl-W, primary screen, biochemical, multiplexed, bead-based flow cytometry; Bcl-2-like protein 2 (Homo sapiens), Q92843; Bim peptide-Bcl-W binding; inhibition, % at 10 µM; 0.02% of 190,000 active;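 further: 0% = bound tracer without compound and 100% = peptide blocker; higher means less fluorescent Bim peptide bound to Bcl-W beads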
# * = called active by the depositor; ? = inconclusive; . = not tested or not shown; [ ] = another dose, or the depositor's remark. Unless noted, no stated cut-off is given here; in the data, active means inhibition above about 40%.
1. CN(C(=O)C1CCCN(S(=O)(=O)c2cccc([N+](=O)[O-])c2)C1)C1CCS(=O)(=O)C1 (stereo unspecified)
2. CCCOc1ccc(/C(O)=C2/C(=O)C(=O)N(c3cc(C)on3)C2c2ccc(C(=O)OC)cc2)cc1 (stereo unspecified)
3. CCC(=O)OCCNc1nc(-c2ccccc2)nc2ccccc12
4. O=C(O)c1cc(-c2cccs2)nn1-c1ccc(F)cc1
5. COc1ccc(S(=O)(=O)N(Cc2cc3ccc(OC)cc3[nH]c2=O)CC2COCCO2)cc1 (stereo unspecified)
6. CCN(CC)c1ccc(C=C(c2nnnn2-c2ccc(C)cc2)c2nnnn2-c2ccc(C)cc2)cc1
7. O=C(O)/C(=C\c1ccc(Cl)cc1)c1ccc(F)cc1
8. COc1ccc(-c2cc(C(F)(F)F)n3nc(C(=O)N4CCCCC4)cc3n2)cc1OC

Screen / compound no.	1	2	3	4	5	6	7	8
RGS7-Gao	103	94	110	107	101	97	103	98
ABCG2 inh	1	0	14	8	43	0	3	37
ABCB1 block	0.1	0.0	1.0	0.2	3.8	0.9	0.1	2.7
Bim-Bcl-B	0	-3	-1	0	-1	-11	-1	-7
Bim-Bcl-XL	0	-4	-1	-2	0	-9	0	-5
RGS4-Gao reg	105	96	109	98	101	86	105	94
GSH fluor	19	18	11	12	22	23	12	25
Bim-Bfl-1	0	0	-4	-4	-1	-18	-5	-17
Avidin bead fluor	8	21	17	15	16	17	16	12
Bim-Bcl-2	-1	-1	-1	0	-5	-10	-4	-8
Bcl-W Bim block	0	-1	-2	0	-3	-3	0	-2

9. Cc1cc(C(=O)NC2CC2)c2ccccc2n1
10. Nc1c(S(=O)(=O)c2ccccc2)c2nc3ccccc3nc2n1/N=C/c1ccco1
11. O=C(Nc1ccc(Br)cc1)c1cccc(S(=O)(=O)Nc2cnc3ccccc3c2)c1
12. O=c1cc(CN2CCN(S(=O)(=O)/C=C/c3ccccc3)CC2)c2ccc(O)cc2o1
13. CC1=NN(C(=O)c2ccc(C)cc2)C(O)(C(F)(F)OC(F)(F)F)C1 (stereo unspecified)
14. Cc1cc2c(cc1C)CSC(c1ccccc1OC(=O)C(C)(C)C)SC2
15. CC1CCN(C(=O)CSc2nnc(Cc3ccccc3)o2)CC1
16. N#Cc1cnc(SCC(=O)NNC(=O)COc2cccc3ccccc23)nc1N

Screen / compound no.	9	10	11	12	13	14	15	16
RGS7-Gao	99	104	104	95	102	108	97	104
ABCG2 inh	2	-1	-1	1	27	2	1	-2
ABCB1 block	0.8	-0.3	-0.2	0.1	1.3	0.7	0.8	-0.5
Bim-Bcl-B	4	-3	-2	-7	-1	-3	-7	-4
Bim-Bcl-XL	0	7	-6	-10	-2	2	-5	-6
RGS4-Gao reg	97	99	99	97	100	118	100	104
GSH fluor	12	15	25	13	13	43	15	15
Bim-Bfl-1	0	4	-1	-4	1	-8	-11	-6
Avidin bead fluor	18	37	4	8	33	.	7	10
Bim-Bcl-2	2	2	-4	-8	-1	-6	-4	-2
Bcl-W Bim block	0	4	-2	-6	-3	8	-2	-5

17. CSc1nc(-c2ccccc2)nn1S(=O)(=O)c1ccccc1
18. Cc1ccsc1CNn1cnnc1SCc1ccccc1F
19. CCCC(=O)Nc1ccc2c(c1)nc1n2CCOC1
20. CN=C1c2cc3cc(OC)ccc3n2CCN1Cc1ccccc1
21. CN(C(=O)NC1CCCCC1)c1ccccc1
22. CCCCNC(=S)N/N=C1\CCCCc2ccccc21
23. O=C(C(=O)N1CCCc2ccccc21)N1CCCc2ccccc21
24. COc1nc(Nc2ccc([N+](=O)[O-])cc2)nc(NC(C)C)n1

Screen / compound no.	17	18	19	20	21	22	23	24
RGS7-Gao	171*[activator]	110	89	103	?	103	103	108
ABCG2 inh	2	1	5	1	7	3	-1	58
ABCB1 block	0.4	0.2	0.7	0.1	1.4	1.0	0.3	1.4
Bim-Bcl-B	-3	-8	-8	-10	0	-7	-9	-6
Bim-Bcl-XL	-4	-6	-20	-1	1	-3	-1	-4
RGS4-Gao reg	173*[activator]	108	92	100	99	105	105	103
GSH fluor	19	16	31	10	11	6	7	6
Bim-Bfl-1	0	-10	-15	-8	-3	0	0	-1
Avidin bead fluor	96*	7	11	9	9	2	4	15
Bim-Bcl-2	-35	-5	-8	-7	1	0	1	-2
Bcl-W Bim block	-3	-3	0	-3	0	-3	0	-2

25. CCCNc1c(NC(C)=O)c(=O)oc2ccccc12
26. Cc1cccc(N2CCN(C(=O)C3CCN(S(=O)(=O)c4cnc[nH]4)CC3)CC2)c1C
27. Cc1ccc(C(=O)N2CCN(S(C)(=O)=O)C2)cc1
28. CC1CC(C)CN(C(=O)CNC(=O)Cn2ccc3ccccc3c2=O)C1 (stereo unspecified)
29. COc1cc(C(=O)ON=C2C(C)=CC(=O)C=C2C)cc(OC)c1OC
30. Cc1cc(C)cc(Nc2cnn(C34CC5CC(CC(CC(=O)O)(C5)C3)C4)c(=O)c2Cl)c1
31. Cc1c(C(=O)NCc2cccs2)oc2ccc(Br)cc12
32. Cc1ccccc1Cn1cc(NC(=O)c2cc3nc(-c4ccco4)cc(C(F)(F)F)n3n2)cn1

Screen / compound no.	25	26	27	28	29	30	31	32
RGS7-Gao	106	101	104	98	101	.	102	97
ABCG2 inh	0	-2	-2	0	42	1	1	0
ABCB1 block	0.0	0.2	0.4	0.5	1.0	0.5	-0.1	0.1
Bim-Bcl-B	-6	-7	-9	-2	-12	-5	-5	-4
Bim-Bcl-XL	-5	-7	-8	-5	-13	-9	-6	-3
RGS4-Gao reg	101	99	100	95	97	91	106	100
GSH fluor	11	24	33	27	25	33	9	4
Bim-Bfl-1	-8	-18	-15	-4	-18	-14	-4	-7
Avidin bead fluor	15	30	26	10	19	.	8	6
Bim-Bcl-2	-7	-11	-6	-4	-12	-9	-6	-1
Bcl-W Bim block	-4	-1	0	-3	0	-2	8	0

33. CCOC(=O)c1cc(C)sc1NC(=O)C(c1ccccc1)c1ccccc1
34. O=C(CSc1nnc(-c2ccncc2)n1Cc1ccccc1)NCCc1ccccc1
35. Cc1cc(-c2n[nH]c(=S)n2/N=C/C=C/c2ccccc2)n[nH]1
36. O=C(N/N=C/c1ccc(O)c(O)c1O)/C(=C/c1ccc([N+](=O)[O-])cc1)NC(=O)c1ccccc1
37. COc1ccc2c(c1)CCc1cn3ncc(C#N)c3nc1-2
38. CSc1nc(C)cc(/C=C\c2ccccc2)c1C#N
39. CC(C)CCNC(=O)[C@H](CC(C)C)NC(=O)[C@H]1O[C@@H]1C(=O)O
40. COC(=O)/C=C1/N/C(=N\c2nc(C)cc(C)n2)N(c2ccccc2)C1=O

Screen / compound no.	33	34	35	36	37	38	39	40
RGS7-Gao	102	91	107	67	98	105	101	97
ABCG2 inh	22	4	-2	-2	3	-8	2	18
ABCB1 block	0.8	0.9	-0.7	-0.9	0.1	-4.7	0.6	1.7
Bim-Bcl-B	-1	-8	-28	9	-2	-4	-3	-5
Bim-Bcl-XL	-3	-9	-11	5	-1	-1	-2	-7
RGS4-Gao reg	101	95	102	70	95	102	102	99
GSH fluor	25	45	14	19	10	12	20	6
Bim-Bfl-1	0	-7	-12	41*	2	-9	-1	-1
Avidin bead fluor	4	8	14	9	2	10	8	5
Bim-Bcl-2	-1	-6	-9	21	-2	-5	0	0
Bcl-W Bim block	0	0	-9	27	-2	3	0	-1

# Part of the list above in order of length of the SMILES, descending.
36. O=C(N/N=C/c1ccc(O)c(O)c1O)/C(=C/c1ccc([N+](=O)[O-])cc1)NC(=O)c1ccccc1
39. CC(C)CCNC(=O)[C@H](CC(C)C)NC(=O)[C@H]1O[C@@H]1C(=O)O
33. CCOC(=O)c1cc(C)sc1NC(=O)C(c1ccccc1)c1ccccc1
38. CSc1nc(C)cc(/C=C\c2ccccc2)c1C#N

Screen / compound no.	36	39	33	38
RGS7-Gao	67	101	102	105
ABCG2 inh	-2	2	22	-8
ABCB1 block	-0.9	0.6	0.8	-4.7
Bim-Bcl-B	9	-3	-1	-4
Bim-Bcl-XL	5	-2	-3	-1
RGS4-Gao reg	70	102	101	102
GSH fluor	19	20	25	12
Bim-Bfl-1	41*	-1	0	-9
Avidin bead fluor	9	8	4	10
Bim-Bcl-2	21	0	-1	-5
Bcl-W Bim block	27	0	0	3

# Other structures follow:
41. CC(=O)Nc1ccc(S(=O)(=O)N2CCN=C2C)cc1
42. Cc1ccc(S(=O)(=O)N(C)C)cc1NC(=S)N(CCC#N)Cc1cccnc1
43. O=C(Nc1cc(C(F)(F)F)ccc1Cl)c1ccncc1
44. Cc1ccc(Cn2nnc3c(=O)n(CC(=O)NCc4ccco4)cnc32)cc1
45. O=C(O)CCC(=O)Nc1ccccc1C(=O)NCCc1ccccc1
46. O=C1c2ccccc2C(=O)N1CCCc1nc(-c2cccnc2)no1
47. Cc1ccc(NS(=O)(=O)c2ccc(C)c(NC(=O)COc3ccc4ccccc4c3)c2)c(C)c1
48. CC1(C)SC2c3ccccc3C(=O)N2[C@@H]1C(=O)NCc1ccco1 (stereo partly specified)

Screen / compound no.	41	42	43	44	45	46	47	48
RGS7-Gao	98	97	98	95	95	96	106	103
ABCG2 inh	0	0	3	4	0	2	3	12
ABCB1 block	0.5	0.2	0.1	0.5	-0.2	0.4	-0.2	2.0
Bim-Bcl-B	-4	-5	-1	-4	-8	-2	-3	-7
Bim-Bcl-XL	-3	-1	0	-3	-7	0	-1	-5
RGS4-Gao reg	99	103	98	96	95	98	104	100
GSH fluor	27	11	66	14	3	20	15	14
Bim-Bfl-1	-6	-4	0	-3	-2	-4	0	-10
Avidin bead fluor	17	5	13	5	8	3	9	11
Bim-Bcl-2	-5	-2	-4	-1	-3	-4	-3	-8
Bcl-W Bim block	0	0	0	-1	-1	-4	4	0

49. CC(C)(C)C(=O)c1cn(CC(=O)NCc2ccc3c(c2)OCO3)c2ccccc12
50. Cc1nc2nc(-c3ccc(Cl)cc3)[nH]n2c(=O)c1Cc1ccccc1
51. O=C(Nc1c(-c2ccccc2)nc2ncccn12)c1cc2ccccc2oc1=O
52. CCOC(=O)c1cccc(N2C(N)=NC(N)=NC2(C)C)c1
53. C=CCOn1c(=O)c(-c2cc3ccccc3o2)[n+]([O-])c2ccccc21

Screen / compound no.	49	50	51	52	53
RGS7-Gao	102	90	113	99	98
ABCG2 inh	2	2	30	16	68
ABCB1 block	0.3	0.5	5.3	2.6	0.1
Bim-Bcl-B	-2	-3	0	-3	0
Bim-Bcl-XL	-4	-3	-5	-7	3
RGS4-Gao reg	102	94	115	100	97
GSH fluor	17	31	15	24	25
Bim-Bfl-1	3	-11	0	-15	2
Avidin bead fluor	8	19	6	34	7
Bim-Bcl-2	3	-5	0	-9	7
Bcl-W Bim block	-6	0	-1	0	2
